Screens (PubChem)
PKA inh = inhibitors of human PKA kinase activity, primary screen, biochemical, ATP-depletion luminescence, Kemptide substrate; cAMP-dependent protein kinase catalytic subunit alpha (Homo sapiens), P17612; PKA Kemptide phosphorylation, Kinase-Glo ATP luminescence; inhibition, % at 6 µM; actives 0.1% (n = 65,000);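 active = inhibition above the screen-wide mean inhibition plus 3 SD, cut at about 21% in these data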; also: many of its hits are not listed in these tables
Abs 340nm = compound light absorbance at 340 nm, profiling panel, artefact control, biochemical, MLSMR library, data from PS, PMK, MK assays. compound absorbance at 340 nm, fold over control. fold change at 10 µM. 65,000 tested, under 10 active. AID 708, 2007;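 active = at 10 µM dose, initial 340 nm absorbance at least 2 fold that of control wells; inactive = change under 2 fold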;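 also: initial absorbance extrapolated from kinetic A340 decline of NADH oxidation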
NADH coupling = inhibitors of PK/LDH coupling enzymes, profiling panel, artefact control, biochemical, MLSMR library | coupled PK/LDH NADH assays, four targets | IC50, µM (titrated, usually from 10 µM), without a hit: at the top dose inhibition | actives 0.02% (n = 65,000) | AID 774, 2007;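 active = single-dose screening hits from any of four coupled enzyme assays that gave an IC50 when retested across doses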;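 also: the DPM-DC format reads NADH fluorescence rather than 340 nm absorbance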
Ecoli tolC = growth inhibitors of E. coli tolC mutant, primary screen, strain BW25113 ΔtolC::kan, 384-well | OD615 | growth inhibition, % at 10 µM (by protocol) | actives 2.2% (n = 65,000);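 active = growth inhibition at or above a cutoff equal to the mean over every tested compound plus 3 SD, cut at about 60% in these data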;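 also: growth measured after 20 h incubation at 37 °C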
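Test system: tolC-deleted E. coli BW25113 | Medium: LB with kanamycin 50 µg/mL | Compound dosing: Single concentration, 10 µM final per compound | Schedule: 37 °C, 20 h exposure | Measured by: OD at 615 nm | Evaluation: Percent growth inhibition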
HEK293 NFkB inh = inhibitors of PMA/ionomycin-induced NF-kB reporter, primary screen, antigen receptor NF-kB inhibitor project, cell-based, HEK-293 luciferase reporter, luminescence; HEK-293 NF-kB luciferase reporter; inhibition, % at 3 µM; actives 0.21% (n = 62,000);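 active = inhibition above the mean of all tested compounds plus 3 SD, cut at about 40% in these data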;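 also: 0% = stimulated DMSO wells and 100% = 10 µM reference inhibitor 5653914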
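System – HEK-293 cells with stable firefly luciferase reporter driven by four HIV NF-kB elements · Doses – one dose, 3 µM · Schedule – 1 h compound pre-incubation, 16 h PMA/ionomycin at 37 °C · Technique – luminescence from luciferase substrate reagent · Measure – percent inhibition normalized per plate to DMSO and reference-inhibitor controls · Replicates – tested once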
ROCK2 inh = inhibitors of human ROCK2 kinase, primary screen, biochemical, high-throughput, luminescence | purified ROCK2, Kinase-Glo ATP depletion luminescence | inhibition, % at 6 µM | actives 0.35% (n = 60,000) | AID 604, 2007;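 active = inhibition above the screen-wide mean inhibition plus 3 SD, cut at about 18% in these data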;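 also: plate controls were DMSO wells for no effect and Y-27632 control wells after no-enzyme background subtraction for full effect; many of its hits are not listed in these tables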
Target sequence (O75116 whole entry, looked up): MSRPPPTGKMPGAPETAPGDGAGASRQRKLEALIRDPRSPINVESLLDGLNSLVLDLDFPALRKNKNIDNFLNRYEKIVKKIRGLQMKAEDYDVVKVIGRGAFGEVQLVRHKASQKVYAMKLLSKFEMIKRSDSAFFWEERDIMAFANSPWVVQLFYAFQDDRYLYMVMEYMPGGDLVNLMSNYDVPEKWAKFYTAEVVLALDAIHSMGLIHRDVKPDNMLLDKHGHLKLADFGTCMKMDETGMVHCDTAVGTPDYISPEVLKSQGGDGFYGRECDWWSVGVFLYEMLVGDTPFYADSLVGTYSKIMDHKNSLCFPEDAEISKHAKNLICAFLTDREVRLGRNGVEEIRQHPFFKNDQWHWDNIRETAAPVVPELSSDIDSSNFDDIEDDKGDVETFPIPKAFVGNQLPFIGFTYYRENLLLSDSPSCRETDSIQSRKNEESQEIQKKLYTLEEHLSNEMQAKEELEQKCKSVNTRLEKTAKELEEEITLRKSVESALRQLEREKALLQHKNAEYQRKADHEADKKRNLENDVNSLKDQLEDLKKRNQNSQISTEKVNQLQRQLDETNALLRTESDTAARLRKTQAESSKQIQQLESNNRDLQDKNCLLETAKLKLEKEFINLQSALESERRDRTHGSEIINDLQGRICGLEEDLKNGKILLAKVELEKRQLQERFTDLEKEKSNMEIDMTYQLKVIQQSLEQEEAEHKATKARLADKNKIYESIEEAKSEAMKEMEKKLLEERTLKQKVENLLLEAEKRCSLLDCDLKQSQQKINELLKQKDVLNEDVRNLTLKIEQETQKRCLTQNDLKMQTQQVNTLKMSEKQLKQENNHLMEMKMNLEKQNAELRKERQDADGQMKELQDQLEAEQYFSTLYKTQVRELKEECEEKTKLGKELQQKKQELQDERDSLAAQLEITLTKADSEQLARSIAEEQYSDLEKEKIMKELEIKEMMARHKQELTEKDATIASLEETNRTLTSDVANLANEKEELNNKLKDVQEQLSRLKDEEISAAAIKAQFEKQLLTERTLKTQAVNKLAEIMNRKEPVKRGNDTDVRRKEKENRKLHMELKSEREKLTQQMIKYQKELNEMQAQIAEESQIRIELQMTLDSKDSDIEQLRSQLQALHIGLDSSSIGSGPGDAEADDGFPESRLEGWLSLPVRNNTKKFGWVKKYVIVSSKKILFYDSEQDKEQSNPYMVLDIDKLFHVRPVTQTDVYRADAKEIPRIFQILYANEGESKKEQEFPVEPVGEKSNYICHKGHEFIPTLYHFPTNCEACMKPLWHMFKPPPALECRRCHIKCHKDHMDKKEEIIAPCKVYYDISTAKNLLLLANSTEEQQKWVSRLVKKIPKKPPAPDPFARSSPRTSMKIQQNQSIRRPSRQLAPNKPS
Autofluor 339 = intrinsic fluorescence of library compounds, ex339/em460 – biochemical, MLSMR library, data from DPM-DC assay, artefact control, profiling panel | compound autofluorescence, ex339/em460 nm, NADH buffer; active compounds read high; 1 = no-compound wells, NADH background | fluorescence fold increase at 10 µM | actives 5.5% (n = 65,000) | AID 709, 2007;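 active = at 10 µM, mean starting fluorescence two-fold or more over control wells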;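 also: signal is the first read of a kinetic run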
JNK3 blocker = JNK3 kinase activity inhibitors, primary screen, biochemical, human, purified enzyme; Mitogen-activated protein kinase 10 (Homo sapiens), P53779; inhibition, % at 8 µM; AID 746, 2007; HTS; actives 0.61% (n = 60,000); in the data active = inhibition above about 17%;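 also: 0% = DMSO and 100% = reference inhibitor; many of its hits are not listed in these tables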
MMP-13 inhibitor = human MMP13 inhibitors, primary screen, biochemical, FRET peptide cleavage; Collagenase 3 (Homo sapiens), P45452; MMP-13 fTHP FRET cleavage, Mca fluorescence; inhibition, % at 4 µM; actives 0.07% (n = 65,000); AID 570, 2006;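 active = inhibition above the mean of compound-free control plate wells plus 3 SD, cut at about 14% in these data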;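 also: 0% = DMSO wells and 100% = wells with reference MMP-13 inhibitor after basal subtraction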
The depositor's hits bear a star; x = not tested or not shown; [ ] = remark or other dose. Only part of the results is shown. The share of hits here may be higher or lower than overall.

SMILES,PKA inh,Abs 340nm,NADH coupling,Ecoli tolC,HEK293 NFkB inh,ROCK2 inh,Autofluor 339,JNK3 blocker,MMP-13 inhibitor
CC(C)Oc1ccc(CSc2nnc3n(C)c(=O)c4c5c(sc4n23)CCCC5)cc1,2.6,1.05,8.0%,17.6,13.8,4.2,1.09,-3.4,-1.4
O=C(Cn1c(=O)n(Cc2ccco2)c(=O)c2cc(Cl)ccc21)NCC1CCCO1 (stereo unspecified),1.2,1.04,5.0%,-10.3,6.0,3.5,1.09,2.5,-1.8
O=C1CC(c2ccccc2)CN1Cc1ccccc1 (stereo unspecified),-5.3,1.05,3.0%,-9.0,6.1,2.5,1.08,-1.9,-1.7
CN1CC(=O)N(CCOc2ccccc2)C1=O,4.2,1,9.0%,-12.2,14.7,2.1,1.06,-8.0,5.5
CCn1c(=O)c(C(=O)NCCc2ccccc2)c(O)c2ccccc21,8.3,1.05,1.0%,31.4,5.2,4.1,1.02,5.3,-2.8
Cn1c(=O)c2c(nc(CN3CCc4ccccc4C3)n2Cc2ccccc2F)n(C)c1=O,1.6,1.01,8.0%,25.0,9.9,-3.2,1.15,-3.1,-26.7
O=C(CCc1ccccc1)Nc1c(F)c(F)c(F)c(F)c1F,4.4,1,7.0%,-4.2,13.0,6.0,1.14,10.0,-3.2
CCOC(=O)c1oc2nc3c(cc2c1N)COC(C)(C)C3,7.0,1.07,13.0%,-11.7,-4.2,4.1,2.79*,-0.4,-45.8
CC(C)(C#N)C(C)(C)c1nn[nH]n1,-6.6,1.03,6.0%,7.9,x,-5.0,1.03,3.1,-5.2
O=C(C1CCN(S(=O)(=O)Cc2ccccc2)CC1)N1CCN(c2ncccn2)CC1,5.6,1,3.0%,-14.4,1.0,3.1,1.11,2.8,-3.2
CCOC(=O)N1CCN(C(=O)CN(c2ccc(OCc3ccccc3)cc2)S(C)(=O)=O)CC1,8.4,1.05,1.0%,-1.1,0.5,9.1,1.09,-3.7,-5.6
Cc1ccc(CCNC(=O)C2CCN(C(=O)N(C)C)CC2)cc1,2.7,1,4.0%,-13.0,8.8,3.5,1.05,4.6,5.6
CCOCCCNC(=O)C1CCN(C(=O)N(C)C)CC1,5.8,0.99,6.0%,-21.8,0.8,3.1,1.05,0.8,-2.0
CCOC(=O)c1cc(-c2ccco2)nc2c1c(C)nn2-c1ccccc1,3.6,1.08,7.0%,1.3,0.1,3.9,2.55*,5.2,-1.2
COC(=O)c1ccc(CNC(=O)CSc2nnc(COc3ccccc3)n2C)o1,6.2,1.01,5.0%,-10.9,7.7,8.0,1.13,-6.3,-0.7
COc1ccc(OC)c(NC(=O)C2CCN(c3cc(-c4ccccc4)nc4ncnn34)CC2)c1,5.5,1.05,3.0%,4.5,8.4,x,1.11,x,0.7
CN(C)c1ccc(N=Cc2ccco2)cc1,4.4,1.09,2.0%,4.2,15.9,2.1,1.07,-22.8,5.0
O=C(CSc1nnnn1-c1ccc(Cl)cc1)NC(=O)Nc1ccc2c(c1)OCCO2,-1.6,0.99,2.0%,-4.6,7.7,3.1,0.99,-1.2,3.1
COc1ccc(N(CC(=O)Nc2ccc3c(c2)OCO3)S(C)(=O)=O)c(OC)c1,-6.1,1.02,4.0%,-11.0,3.0,-6.1,1.13,0.8,2.2
CCCc1cc(=O)[nH]c(SCC(=O)N(C)CC(=O)Nc2ccc(C)cc2)n1,8.9,1.02,5.0%,-1.2,11.8,3.4,1.11,0.0,1.9
COc1ccc(S(=O)(=O)NCc2ccc3c(c2)OCO3)cc1C(=O)O,-4.9,1.04,3.0%,-10.8,17.1,1.3,1.05,0.1,0.7
CCN(CC)c1ccc2cc(-c3nc4ccccc4n3C)c(=O)oc2c1,-0.1,1.05,5.0%[fluoresces],-8.9,39.9*,0.2,2.13*,-10.3,-62.2[fluorescence artefact?]
CCCNS(=O)(=O)c1ccc(OCC(=O)Nc2ccccc2F)cc1,5.8,1,3.0%,9.8,16.2,2.4,1.03,-1.5,-0.3
CCOc1nc(OCC)nc(-n2cc(-c3ccccc3)nn2)n1,14.3,0.99,5.0%,2.0,22.6,6.9,1.06,2.5,0.7
Cc1nc2ccc(S(=O)(=O)Nc3ccccc3C)cc2s1,4.7,1.04,1.0%,26.5,12.5,2.2,1.15,6.6,3.1
CCNC(=O)C(C)Sc1ccc(Cl)cc1 (stereo unspecified),9.9,1.01,6.0%,-13.1,5.2,8.1,1.15,-4.5,3.0
COc1cc(C(=O)NCc2nnc(SCC(=O)N3CCc4ccccc43)o2)cc(OC)c1OC,6.7,1.01,7.0%,-16.2,11.4,x,1.04,x,11.2
CCC1CCCCN1CCCNC(=O)CC1Oc2ccc(C)cc2NC1=O (stereo unspecified),8.8,1,2.0%,-11.5,16.3,5.2,1.07,-5.9,-2.8
O=C1CC(c2ccccc2)n2nc(N3C(=O)c4ccccc4C3=O)nc2N1 (stereo unspecified),-2.3,0.99,1.0%,17.9,x,-10.9,1.05,-9.1,-0.5
Cc1ccc(C2CC(=O)c3cnc(N4CCN(c5ccccc5)CC4)nc3C2)cc1 (stereo unspecified),5.9,0.98,8.0%,x,7.7,0.0,1.22,0.6,-3.6
CCOC(=O)N1CCN(C(=O)COc2ccc(S(=O)(=O)NC3CCCCC3)cc2C)CC1,5.5,1,2.0%,12.5,8.1,0.9,1.02,5.2,4.6
C=CCOC(=O)C1=C(C)N=C2SCCC(=O)N2C1c1ccc(OC(=O)c2ccco2)cc1 (stereo unspecified),-2.2,1.1,2.0%,2.7,16.2,x,1.07,x,-2.7
COc1ccc(C(=O)N2CCCCC2)cc1S(=O)(=O)Nc1ccccc1,10.2,0.96,6.0%,-5.5,-0.7,5.8,1.09,2.0,0.7
O=S(=O)(c1cccs1)N1CCc2ccccc2C1,5.9,1.01,6.0%,0.7,6.3,6.2,1.09,8.2,0.8
CCOC(=O)c1cnc(-c2ccccc2)nc1N,1.6,1.05,6.0%,-0.3,-18.6,1.6,0.9,2.1,1.7
CCNc1c(N)c(=O)oc2ccccc12,13.4,1.11,6.0%,-29.4,16.9,6.1,1.12,-3.0,-6.6
O=C(Cn1c(=O)n(-c2ccccc2)c(=O)n1CC(=O)N1CCCCC1)N1CCCCC1,10.4,1.03,5.0%,-9.5,-3.1,5.5,1.03,5.2,3.4
Cc1cc(C)c(OCC(=O)Nc2cccc(O)c2)cc1C,10.0,1.01,5.0%,0.2,-0.9,6.0,1.02,7.4,3.2
O=C(NC12CC3CC(CC(C3)C1)C2)N1CCC(n2nnc3ccccc32)CC1,-1.5,0.98,8.0%,-5.9,12.4,0.1,1.06,-0.6,-4.2
c1ccc2c(c1)nc(NCCN1CCOCC1)c1nncn12,6.5,0.99,2.0%,-5.3,7.4,2.8,1.03,-2.4,-1.1
COc1ccc(C(=O)CSc2nnc(-c3ccccn3)n2Cc2ccco2)cc1,5.5,1.01,9.0%,18.2,4.6,5.5,1.14,0.3,-1.1
Cc1nc(SCc2cccc(F)c2)[nH]c(=O)c1C#N,7.8,1.02,4.0%,26.6,10.7,4.4,1.09,2.5,-9.7
COc1cccc(C2NC(=O)c3ccccc3O2)c1OC (stereo unspecified),9.4,1.01,6.0%,8.6,17.9,7.8,1.28,1.1,3.5
C=CCNc1ncnc2c1[nH]c1ccc(C)cc12,0.6,1.02,5.0%[fluoresces],90.5*,-15.8,7.5,3.99*,-1.5,-67.1[fluorescence artefact?]
COc1ccc(-c2nc(CSCC(=O)N3CCN(C4CCCCC4)CC3)c(C)o2)cc1OC,6.4,1.04,4.0%,-0.2,-8.7,4.2,1.12,-3.6,-9.8
CCOC(=O)C(C)Sc1nnc(-c2ccccc2O)n1-c1ccc(C)cc1 (stereo unspecified),15.4,1.03,3.0%,3.9,19.3,2.0,1.13,-2.0,2.9
CCOC(=O)NC(C(F)(F)F)(C(F)(F)F)P(=O)(c1ccccc1)c1ccccc1,7.6,1.04,6.0%,-13.0,-11.0,3.9,1.08,5.8,8.3
CCOC(=O)C1CCN(S(=O)(=O)c2cccc(-c3cn4ccccc4n3)c2)CC1,-3.9,1.03,3.0%,7.7,21.6,-1.1,1.61,-2.2,-16.0
CC(=O)Nc1ccc(NC(=O)Oc2ccccc2)cc1,-6.4,0.99,6.0%,-8.5,8.7,-5.7,1.08,-3.6,8.4
CC(=O)N1CCN(c2nc3cc4c(cc3nc2NS(=O)(=O)c2ccccc2)OCCO4)CC1,8.5,1.06,13.0%,0.3,8.4,4.4,2.74*,4.6,-110.5[fluorescence artefact?]

Among those listed so far, two contain a cyano group:
SMILES,PKA inh,Abs 340nm,NADH coupling,Ecoli tolC,HEK293 NFkB inh,ROCK2 inh,Autofluor 339,JNK3 blocker,MMP-13 inhibitor
CC(C)(C#N)C(C)(C)c1nn[nH]n1,-6.6,1.03,6.0%,7.9,x,-5.0,1.03,3.1,-5.2
Cc1nc(SCc2cccc(F)c2)[nH]c(=O)c1C#N,7.8,1.02,4.0%,26.6,10.7,4.4,1.09,2.5,-9.7

(cont.)
SMILES,PKA inh,Abs 340nm,NADH coupling,Ecoli tolC,HEK293 NFkB inh,ROCK2 inh,Autofluor 339,JNK3 blocker,MMP-13 inhibitor
CCOC(=O)/C(C#N)=C1/C=CN(C)C=N1,-0.3,1.29,10.0%,-10.3,23.0,-1.6,1,-3.4,-20.7
Nc1cc(-c2nn[nH]n2)ccc1F,-8.6,1.02,2.0%,-25.3,24.6,-6.2,1.18,-3.4,0.9
O=C(COC(=O)CCOc1ccccc1)Nc1ccc(Cl)cn1,6.5,1,3.0%,0.0,3.3,1.7,1.02,-2.7,-7.2
COCCCNC(=O)Cn1nnc(-c2ccc(NC(=O)c3ccc(F)cc3)cc2)n1,6.3,1.02,10.0%,12.2,0.9,x,0.93,x,0.2
CN(C)C(=O)c1nnc(Cc2ccc(Cl)cc2)o1,9.6,1.03,1.0%,-8.2,20.7,3.1,1.09,-4.0,3.6
FC(F)(F)c1cc(-c2ccccc2)nc(NCC2CCCO2)n1 (stereo unspecified),-2.8,1.04,4.0%,22.2,7.0,x,1.37,x,-1.9
Cc1ccc(-c2nnn(CC(=O)N(c3ccccc3F)C(C(=O)NC3CCCC3)c3ccco3)n2)o1 (stereo unspecified),12.0,1.03,1.0%,7.1,22.6,8.0,1.09,0.0,4.6
Cc1cc(=O)oc(C)c1C(=O)NCCNC(=O)c1c(C)cc(=O)oc1C,7.6,1.01,3.0%,5.9,x,7.5,1.29,-5.2,-7.5
